High-throughput results: PubChem, The Scripps Research Institute Molecular Screening Center
CHO-K1 Ca antag: counter-screen for M1 antagonists: effect in parental CHO-K1 cells | ATP-induced calcium, Fluo-8 fluorescence | actives 0.6% (n = 360,000) | inhibition, % at 3 µM;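 active = inhibition above a per-plate cutoff, the plate's mean sample inhibition plus 3 SD, cut at about 24% in these data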;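 also: 0% = DMSO plus EC80 ATP and 100% = DMSO alone without ATP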
M1 PAM: human M1 muscarinic receptor positive allosteric modulators, primary screen, CHO-K1 cells, Fluo-8 calcium fluorescence, 1536-well; Muscarinic acetylcholine receptor M1 (Homo sapiens), P11229; CHO-K1 hM1, ACh EC20; 0% = ACh EC20, 100% = maximal ACh; activation, % at 3 µM; actives 0.088% (n = 360,000); AID 588819, 2011; in the data active = activation above about 19%, passing the limit was not always enough
Target sequence (P11229 whole entry, looked up): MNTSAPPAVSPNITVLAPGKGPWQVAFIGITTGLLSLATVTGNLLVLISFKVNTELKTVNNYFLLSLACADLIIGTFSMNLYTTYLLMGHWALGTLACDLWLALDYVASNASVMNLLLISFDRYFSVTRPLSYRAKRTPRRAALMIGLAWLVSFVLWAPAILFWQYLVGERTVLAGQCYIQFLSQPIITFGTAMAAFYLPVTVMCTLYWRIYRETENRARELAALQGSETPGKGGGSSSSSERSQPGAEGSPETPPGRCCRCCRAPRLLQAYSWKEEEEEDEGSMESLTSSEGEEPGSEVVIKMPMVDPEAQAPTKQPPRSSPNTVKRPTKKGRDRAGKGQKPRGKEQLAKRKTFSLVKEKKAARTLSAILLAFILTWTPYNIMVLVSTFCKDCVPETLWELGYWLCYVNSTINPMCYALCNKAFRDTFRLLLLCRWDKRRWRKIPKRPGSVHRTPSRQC
CHO-K1 Ca ag: counter-screen for M1 agonists: effect in parental CHO-K1 cells | Fluo-8 calcium fluorescence; scaled to maximal ATP response, vehicle zero | activation, % at 3 µM | actives 0.48% (n = 360,000); in the data active = activation above about 15%;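 also: untransfected CHO-K1 host cells lacking M1 receptor as counterscreen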
CHRM4 antagonist: human M4 muscarinic receptor antagonists, primary screen, CHO cells, Fluo-8 calcium fluorescence; Muscarinic acetylcholine receptor M4 (Homo sapiens), P08173; CHO-hM4 cells, ACh EC80; inhibition, % at 3 µM; actives 0.73% (n = 360,000); AID 624125, 2012;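 active = inhibition above its plate's cutoff, the mean inhibition of sample wells plus 3 SD, cut at about 27% in these data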;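 also: 0% = acetylcholine EC80 with DMSO and 100% = DMSO without agonist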
M1 antag: human M1 muscarinic receptor antagonists, primary screen, CHO-K1 cells, Fluo-8 calcium fluorescence, 1536-well; actives 1.3% (n = 360,000); inhibition, % at 3 µM; CHO-K1 hM1, ACh EC80 antagonist; AID 588852, 2011; Muscarinic acetylcholine receptor M1 (Homo sapiens), P11229;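 active = percent inhibition above its own plate's cutoff, namely the mean of that plate's compound wells plus 3 SD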;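 also: peak over basal fluorescence ratio during 140 s after agonist addition; 0% = ACh EC80 plus DMSO and 100% = DMSO alone without agonist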
OXTR potentiate: human OXTR potentiators, primary screen, fluorescence, CHO-OTR cells, Fluo-8 calcium; actives 0.061% (n = 320,000); Fluo-8 calcium fluorescence, potentiator mode; 0% = oxytocin EC15, 100% = EC100; AID 2445, 2010; Oxytocin receptor (Homo sapiens), P30559; activation, % at 3 µM;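 active = activation above that plate's cutoff, the mean activation of tested compounds plus 3 SD, cut at about 6.6% in these data, passing the limit was not always enough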;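 also: 100% uses oxytocin at 75 nM as the full agonist control; some results filed as inactive read as strong as hits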
Target sequence (P30559 whole entry, looked up): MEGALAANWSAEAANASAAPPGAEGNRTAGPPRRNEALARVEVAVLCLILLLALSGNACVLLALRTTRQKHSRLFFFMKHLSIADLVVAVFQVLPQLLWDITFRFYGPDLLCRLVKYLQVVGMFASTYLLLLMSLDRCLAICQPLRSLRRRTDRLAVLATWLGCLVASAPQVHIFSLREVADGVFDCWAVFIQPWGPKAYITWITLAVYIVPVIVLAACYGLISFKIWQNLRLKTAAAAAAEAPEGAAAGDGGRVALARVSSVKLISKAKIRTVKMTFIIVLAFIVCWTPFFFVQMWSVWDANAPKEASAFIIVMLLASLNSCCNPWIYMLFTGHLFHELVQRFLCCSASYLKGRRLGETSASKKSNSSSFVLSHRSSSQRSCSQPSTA
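Material: human OTR in CHO cells. Compound: 3.0 µM, one dose. Timing: compound 6 min at room temperature before oxytocin, 100 s read. Evaluation: % activation of max/min ratio relative to oxytocin controls. Replication: single well per compound, singlicate. Signal: Fluo-8 calcium dye fluorescence.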
CHRM1 agonist: human M1 muscarinic receptor agonists, primary screen, Fluo-8 calcium fluorescence, CHO-K1 cells, HTS. activation, % at 3 µM. AID 588814, 2011. Muscarinic acetylcholine receptor M1 (Homo sapiens), P11229. CHO-K1 hM1, agonist mode; 0% DMSO, 100% acetylcholine EC100. actives 0.33% (n = 360,000);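 active = activation above the run's mean compound activation plus 3 SD, cut at about 16% in these data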;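 also: peak over basal fluorescence ratio within a 140 s kinetic read after compound addition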
CHO parental Ca: ATP-evoked calcium signal inhibitors, parental CHO, primary screen, counter-screen for OX1R antagonist project, cell-based, fluorescence, Fluo-8 calcium dye. parental CHO-K1, ATP-induced calcium, Fluo-8 fluorescence. inhibition, % at 5.6 µM. actives 0.63% (n = 330,000);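 active = inhibition above that plate's mean sample inhibition plus 3 SD, cut at about 26% in these data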;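 also: 0% = ATP-challenged DMSO wells and 100% = DMSO wells without ATP; some compounds past the cut are filed as inactive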
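material = parental CHO cells | also added = ATP as calcium-mobilizing challenge | dosing = single point at 5.6 µM | detection = intracellular calcium via Fluo-8 no-wash fluorescent dye | read-out = % inhibition | benchmarks = low control ATP plus DMSO, high control DMSO only | repeats = one well per compound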
CHRM4 agonist: human M4 muscarinic receptor agonists, primary screen, CHO-K1 cells, Fluo-8 calcium fluorescence | Muscarinic acetylcholine receptor M4 (Homo sapiens), P08173 | CHO-K1 hM4/Gqi5; vehicle 0%, full acetylcholine response 100% | activation, % at 3 µM | actives 0.14% (n = 360,000);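 active = activation above the run mean over all test wells plus 3 SD, cut at about 32% in these data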;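 also: peak over basal fluorescence ratio per well then scaled between controls; 0% = DMSO wells and 100% = acetylcholine at EC100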
An asterisk follows results filed as active; nt = not tested or not shown.

Order of results: CHO parental Ca, CHRM4 agonist, CHRM4 antagonist, CHO-K1 Ca antag, M1 PAM, CHRM1 agonist, OXTR potentiate, CHO-K1 Ca ag, M1 antag
#1 CNc1ncnc2c1ncn2[C@H]1CN(Cc2ccc(OC)cc2)C[C@@H](CO)O1
  nt, 1, -6, -20, 4, -2, nt, 0.8, -11
#2 CCCCNC(C(=O)Nc1cccc(S(=O)(=O)N2CCOCC2)c1)c1ccccc1 (stereo not given)
  -18, 2, -8, -14, 8, -7, -5, 1.1, -9
#3 Fc1cc2nc(-c3ccncc3)[nH]c2cc1F
  10, 2, -7, 2, 8, -3, -8, 0.2, -9
#4 CCN(CC)C(=O)C1=C(C)N(CCC2=CCCCC2)C(=O)C(CC(=O)NC2CCCC2)C1 (stereo not given)
  nt, 0, -7, 4, -2, -6, nt, 0.4, -2
#5 CCc1ccccc1NC(=O)Nc1ccc(F)cc1F
  -4, 1, -4, -4, -5, -6, -2, 1.5, 0
#6 CCOC(=O)[C@]12CCCC=C1N(Cc1ccco1)C(=O)[C@H](CC(=O)NCc1cccc(C(F)(F)F)c1)C2
  nt, -1, -5, -12, nt, nt, nt, -0.1, nt
#7 CCCn1c(N)cc(=O)n(CCC)c1=O
  -18, 8, -1, -8, 9, -3, -8, 1.5, -13
#8 O=C(CSc1ncc(C(=O)O)n1-c1ccc(F)cc1)NCc1ccc2c(c1)OCO2
  5, 0, 1, 15, -5, -5, -5, -0.4, 7
#9 CCC(=O)NC1(Cc2ccc(O)cc2)CCCCC1
  8, 1, -6, 0, 9, -9, -6, 8.5, -6
#10 Cc1cc(C(=O)N2CCC2(C)C(=O)Nc2cc(C(C)(C)C)nn2C)nn1C (stereo not given)
  nt, 1, 10, 11, -4, 3, nt, 0.3, 14
#11 CCCc1nn2c(=O)cc(CSCC(=O)Nc3nnc(C(C)C)s3)nc2s1
  -6, 0, 3, -8, 2, -5, -9, 1.0, -5
#12 CS(=O)(=O)c1ccc(Cl)c(NC(=O)C2CCCN(C(=O)c3ccc(Cl)cc3)C2)c1 (stereo not given)
  -2, 1, -5, 6, 2, -3, 2, 0.0, 5
#13 O=[N+]([O-])c1cccc(/C=N/N2CCN(Cc3ccccc3)CC2)c1
  -5, 0, 1, -17, -2, -10, -7, 1.7, 5
#14 O=C(COC(=O)c1ccc2[nH]c3c(c2c1)CCCC3)Nc1ccccc1Cl
  1, 0, -5, -6, -3, -6, -5, 0.5, 19
#15 O=C1CN(C(=O)CN2CCOCC2)C(c2ccccc2)c2cc(Br)ccc2N1 (stereo not given)
  -13, 0, 0, -8, 3, -4, -5, 1.3, 3
#16 Cc1nc2ccccc2c(=O)n1NC(=O)Cc1ccc(Br)cc1
  -2, 4, 1, -14, 4, -2, 5, 1.4, 1
#17 O=[N+]([O-])c1ccc(-n2nnnc2-c2ccccc2)cc1
  -1, 0, -3, -13, 9, -9, -10, 0.8, -2
#18 CC1CCCN(C/C(O)=C(\C#N)c2nc3ccccc3[nH]2)C1 (stereo not given)
  3, 1, 0, -6, -5, -6, -6, -0.1, -1
#19 O=C(CN1CCOCC1)N(c1ccccc1)c1ccc2ccccc2c1
  -23, 1, 10, 5, 6, -4, -4, 0.1, 5
#20 O=C(CCN1C(=O)c2ccccc2S1(=O)=O)Nc1ccccc1F
  nt, 4, -10, -4, 14, 5, nt, 1.1, -5

Rewritten tab-delimited: 2 of the compounds above
no.	mol	CHO parental Ca	CHRM4 agonist	CHRM4 antagonist	CHO-K1 Ca antag	M1 PAM	CHRM1 agonist	OXTR potentiate	CHO-K1 Ca ag	M1 antag
18	CC1CCCN(C/C(O)=C(\C#N)c2nc3ccccc3[nH]2)C1 (stereo not given)	3	1	0	-6	-5	-6	-6	-0.1	-1
19	O=C(CN1CCOCC1)N(c1ccccc1)c1ccc2ccccc2c1	-23	1	10	5	6	-4	-4	0.1	5

More records follow.
Order of results: CHO parental Ca, CHRM4 agonist, CHRM4 antagonist, CHO-K1 Ca antag, M1 PAM, CHRM1 agonist, OXTR potentiate, CHO-K1 Ca ag, M1 antag
#21 O=C(OCc1cn([C@@H]2CN(C(=O)c3cccs3)[C@@H](c3ccc(Cl)cc3)C[C@H]2O)nn1)c1ccccc1
  nt, 1, -23, -15, 5, -1, nt, 0.4, -12
#22 O=C(Nc1ccc(C(O)c2ccccc2)cc1)[C@@H]1O[C@H](CO)[C@@H](O)[C@H]1O (stereo not given in full)
  nt, 0, -3, -10, -2, -3, nt, 0.4, -2
#23 CCn1c(SCC(=O)NC2CCCCC2)nc2c(c1=O)SCC2
  -9, -1, -5, 7, 8, 0, 0, -0.8, -1
#24 CC(=O)Nc1ccc(S(=O)(=O)NCCc2cc3c(C)ccc(C)c3[nH]c2=O)cc1
  5, 0, -6, 11, -4, -5, -4, 0.1, 12
#25 COc1cc(Cl)ccc1OCc1cc(C(=O)N(C)C2CC(C)(C)NC(C)(C)C2)no1
  -21, 1, 1, -3, 6, -6, -2, 0.8, -24
#26 CCCC(=O)NCCCc1nc2ccccc2[nH]1
  3, 1, -17, 3, 12, -1, -4, 1.2, -13
#27 Cc1ccc(S(=O)(=O)n2nc(-n3c(C)ccc3C)c3c(F)cccc32)c2ccccc12
  -8, 0, 7, -4, 4, -2, -9, 0.2, -3
#28 Cc1ccc(NC(=O)CSCC(=O)Nc2nnc(C3CC3)s2)cc1
  -4, 0, -14, 4, 10, -2, -4, 0.2, -14
#29 O=C(NCCC1=CCCCC1)C1CCN(S(=O)(=O)c2ccccc2)CC1
  -16, 1, -7, -18, 4, -5, -3, 0.8, -6
#30 COc1ccc(NC(=O)C2CCCN(S(=O)(=O)c3ccc4[nH]c(=O)ccc4c3)C2)cc1OC (stereo not given)
  -6, 0, 7, 7, 5, -4, -7, -0.1, -5

4 entries from above, screen by screen.
#22 O=C(Nc1ccc(C(O)c2ccccc2)cc1)[C@@H]1O[C@H](CO)[C@@H](O)[C@H]1O (stereo not given in full)
#23 CCn1c(SCC(=O)NC2CCCCC2)nc2c(c1=O)SCC2
#24 CC(=O)Nc1ccc(S(=O)(=O)NCCc2cc3c(C)ccc(C)c3[nH]c2=O)cc1
#25 COc1cc(Cl)ccc1OCc1cc(C(=O)N(C)C2CC(C)(C)NC(C)(C)C2)no1
Screen / compound no.	22	23	24	25
CHO parental Ca	nt	-9	5	-21
CHRM4 agonist	0	-1	0	1
CHRM4 antagonist	-3	-5	-6	1
CHO-K1 Ca antag	-10	7	11	-3
M1 PAM	-2	8	-4	6
CHRM1 agonist	-3	0	-5	-6
OXTR potentiate	nt	0	-4	-2
CHO-K1 Ca ag	0.4	-0.8	0.1	0.8
M1 antag	-2	-1	12	-24

Next structures.
Order of results: CHO parental Ca, CHRM4 agonist, CHRM4 antagonist, CHO-K1 Ca antag, M1 PAM, CHRM1 agonist, OXTR potentiate, CHO-K1 Ca ag, M1 antag
#31 COC(=O)c1ccc(COc2ccc(/C=C/C(=O)c3ccc(OC)c(CSCC(=O)O)c3)cc2OC)cc1
  -18, 7, 0, -13, -2, -2, -2, 6.6, -3
#32 COc1ccccc1-c1nn(-c2ccccc2)cc1C(=O)N1CCc2ccccc2C1
  -24, 3, -4, -11, 10, 0, -11, -0.1, -19
#33 CC1CN(c2ccccc2)CCN1C(=O)c1cc(COc2c(F)cccc2F)on1 (stereo not given)
  -9, 4, -6, 0, -1, -5, -3, 1.2, -4
#34 CCn1c(C)nnc1SCC(=O)Nc1ccccc1Cl
  9, 0, 5, -4, 3, -4, -4, 0.1, -12
#35 Cc1sc2ncn(CC(=O)NC3CCCCC3)c(=O)c2c1C
  -8, -1, 10, -9, 0, -5, 1, -0.2, -2
#36 Cc1ccc(C)c(N2CCN(C(=O)c3ccc(Cn4c(=O)[nH]c5ccccc5c4=O)cc3)CC2)c1
  -11, 5, -2, -15, -4, -1, -4, 1.1, 20
#37 COc1ccccc1N1CCN(Cc2cc(Br)c(O)c3ncccc23)CC1
  -11, 1, -8, 12, 14, 1, 2, -0.5, -6
#38 Cc1cccc(N2CCN(S(=O)(=O)c3ccc4c(c3)CC(C)N4C(=O)C3CC3)CC2)c1C (stereo not given)
  -9, 1, -1, 2, -7, -3, -10, 4.3, 13
#39 CC(=O)Nc1nc2ccccc2n1Cc1ccccc1C
  -8, 4, -10, 0, 3, -4, -6, 0.6, 0
#40 COc1ccc(-c2csc(NCCc3nc4cc(Cl)c(Cl)cc4n3CCCO)n2)cc1
  -19, 9, 10, -5, -6, -4, -13, 2.1, 9
#41 COc1ccc(Br)c(C=O)c1OS(=O)(=O)c1ccc(C)cc1
  nt, 7, -4, -2, -4, 1, nt, 4.7, -7
#42 O=C(/C=C\c1cn(-c2ccccc2)nc1-c1cccs1)N1CCOCC1
  -6, 10, 14, 14, -3, 0, -5, 3.8, 5
#43 COc1ccc(-c2cc(C(=O)NCc3cn(C)nc3C)c3ccccc3n2)cc1OC
  -8, 6, 2, 2, -1, -9, 2, 3.1, 4
#44 O=C(NCCc1ccccc1)c1c(F)c(F)c(F)c(F)c1F
  -2, 1, -6, 0, 1, -7, -3, 0.3, -2
#45 O=C(Nc1ccccc1C(=O)NC1CC1)c1ccccc1
  -13, 2, -18, -15, 25, 5, 2, 0.7, -12
#46 CC(C)n1c(SCC(=O)Nc2ccc(F)cc2)nnc1C1CC1
  -7, 1, -4, -9, 15, -1, 7, 1.1, -10
#47 O=C(NCCc1cccc(Cl)c1)c1cccc(-n2cnnn2)c1
  nt, 3, 0, 6, 2, -6, nt, -0.1, -3
#48 CC1(C)CC(=O)c2cnc(NCc3ccco3)nc2C1
  -16, 0, 7, 1, 8, 1, -5, 3.0, -25
#49 O=C(NCC1CCCO1)c1ccc(NC(=O)C2C3C=CC(C3)C2C(=O)O)cc1 (stereo not given)
  0, 0, 2, 9, 5, -3, -7, -0.3, -1
#50 Cc1cccc2c(C(=O)N3CCN(c4ccccc4)CC3)cc(-c3ccncc3)nc12
  -17, 6, -10, 5, 5, -3, -12, -0.4, -17
#51 COCCN1C(=O)c2ccccc2C(C(=O)NCc2ccco2)C1c1c[nH]c2ccccc12 (stereo not given)
  -11, 2, -6, -13, 1, -4, -12, 0.1, -11
#52 COc1ccc(S(=O)(=O)NC(C(C)C)C(C)C)cc1OC
  -21, 0, -8, -8, 7, -5, -3, 0.2, -5
